BioA inh – M. tuberculosis BioA enzyme inhibitors, primary screen, biochemical, plate reader, single point, HTS; 7,8-diaminopelargonic acid synthase BioA (Mycobacterium tuberculosis); purified M. tuberculosis BioA enzyme; inhibition, % at 9.99 µM; 0.096% of 360,000 active; in the data active = inhibition above about 40%
* hit, by the source's call.

smiles	BioA inh
C[C@@H]1CN([C@H](C)CO)C(=O)Cc2cc(NC(=O)Cc3ccccc3)ccc2O[C@@H]1CN(C)S(=O)(=O)c1ccc(F)cc1	1.1
CCC(=O)Nc1ccc2c(c1)OC[C@@H](C)N(C(=O)c1cccnc1)C[C@H](C)[C@H](OC)CN(C)C2=O	4.2
O=C(NC1CCCC1)[C@@H]1[C@@H](CO)[C@@H]2Cn3c(ccc(C4=CCCC4)c3=O)[C@H]1N2C(=O)c1ccccc1	-1.1
OC[C@@H]1[C@@H](c2ccc(C#Cc3ccccc3F)cc2)[C@H]2CN(Cc3cncnc3)CCCCN12	-2.0
O=C(Nc1ccc(Cl)cc1)N[C@@H]1CC[C@@H](CCNS(=O)(=O)c2ccccc2F)O[C@H]1CO	2.7
C[C@@H]1CN([C@@H](C)CO)C(=O)c2cccc(NC(=O)Nc3ccc(F)cc3)c2O[C@@H]1CN(C)C(=O)NC1CCCCC1	0.2
CN1C[C@@H]2[C@H](c3ccccc31)[C@@H](CO)N2C(=O)c1ccccn1	-2.9
C[C@H](CO)N1C[C@H](C)[C@H](CN(C)Cc2ccc(Oc3ccccc3)cc2)Oc2c(NC(=O)Nc3ccccc3)cccc2C1=O	1.6
C[C@@H]1CCCCO[C@H](CN(C)Cc2ccc(Cl)c(Cl)c2)[C@@H](C)CN([C@H](C)CO)C(=O)c2cc(NS(=O)(=O)c3cccs3)ccc2O1	-1.5
C[C@@H]1CN([C@H](C)CO)C(=O)c2cccc(N(C)C)c2O[C@@H]1CN(C)C(=O)Nc1cccc2ccccc12	-1.5
Cc1ccc(S(=O)(=O)Nc2cccc3c2O[C@@H](CN(C)C(=O)Nc2ccc(C(F)(F)F)cc2)[C@@H](C)CN([C@@H](C)CO)C3=O)cc1	0.3
C[C@H](CO)N1C[C@H](C)[C@@H](CN(C)Cc2ccccc2)OCCCC[C@H](C)Oc2ccc(NC(=O)Nc3cccc4ccccc34)cc2C1=O	0.9
C[C@H](CO)N1C[C@H](C)[C@@H](CN(C)Cc2ccc(Cl)c(Cl)c2)Oc2ccc(NC(=O)Nc3ccc(C(F)(F)F)cc3)cc2CC1=O	-0.6
COc1ccc(S(=O)(=O)Nc2ccc3c(c2)CC(=O)N([C@@H](C)CO)C[C@@H](C)[C@@H](CN(C)Cc2ccc4c(c2)OCO4)O3)cc1	-1.1
COc1ccccc1CN1[C@@H]2CN(C(=O)c3ccc(F)cc3)c3ccccc3[C@@H]2[C@@H]1CO	1.1
CO[C@@H]1CN(C)C(=O)c2cc(NC(C)=O)ccc2OC[C@H](C)N(C(=O)C2CCC2)C[C@@H]1C	-2.5
C[C@@H]1CCCCO[C@H](CN(C)CC2CCCCC2)[C@@H](C)CN([C@H](C)CO)C(=O)c2cc(NC(=O)Nc3ccc(F)cc3)ccc2O1	-1.6
C[C@H]1CN([C@@H](C)CO)C(=O)c2cccc(NC(=O)C3CCOCC3)c2O[C@@H]1CN(C)Cc1ccc(-c2ccccc2)cc1	-0.4
C[C@H](CO)N1C[C@H](C)[C@@H](CN(C)S(=O)(=O)CC(F)(F)F)OCc2ccccc2-c2ccccc2C1=O	0.5
CCCNC(=O)C[C@H]1CC[C@H]2[C@@H](COC[C@@H](O)CN2Cc2cccc(F)c2)O1	-0.5
C[C@@H]1CCCCO[C@H](CN(C)C(=O)NC2CCCCC2)[C@@H](C)CN([C@@H](C)CO)C(=O)c2cc(NS(=O)(=O)c3cn(C)cn3)ccc2O1	1.3
CNC[C@H]1Oc2ncc(-c3ccccc3C)cc2C(=O)N([C@H](C)CO)C[C@H]1C	-0.5
COc1ccc(NC(=O)N(C)C[C@H]2Oc3ccc(NS(C)(=O)=O)cc3CC(=O)N([C@H](C)CO)C[C@@H]2C)cc1	0.4
C[C@@H]1CN([C@H](C)CO)C(=O)CCCn2cc(nn2)CO[C@@H]1CN(C)S(=O)(=O)c1ccc(-c2ccccc2)cc1	-0.8
CC(=O)N1CCCCN2[C@@H](CO)[C@H](c3ccc(-c4cccc(C(=O)N(C)C)c4)cc3)[C@@H]2C1	4.3

The final 4 compounds of the section above come first, to join the parts:
smiles	BioA inh
CNC[C@H]1Oc2ncc(-c3ccccc3C)cc2C(=O)N([C@H](C)CO)C[C@H]1C	-0.5
COc1ccc(NC(=O)N(C)C[C@H]2Oc3ccc(NS(C)(=O)=O)cc3CC(=O)N([C@H](C)CO)C[C@@H]2C)cc1	0.4
C[C@@H]1CN([C@H](C)CO)C(=O)CCCn2cc(nn2)CO[C@@H]1CN(C)S(=O)(=O)c1ccc(-c2ccccc2)cc1	-0.8
CC(=O)N1CCCCN2[C@@H](CO)[C@H](c3ccc(-c4cccc(C(=O)N(C)C)c4)cc3)[C@@H]2C1	4.3
CCCNC(=O)N1C[C@@H](O)COC[C@@H]2O[C@@H](CC(=O)N[C@H]3CCN(Cc4ccccc4)C3)CC[C@H]21	-1.3
CCNC(=O)[C@H]1[C@H](CO)[C@H]2Cn3c(ccc(C4=CCCCC4)c3=O)[C@@H]1N2Cc1cocn1	-0.2
C[C@H](CO)N1C[C@H](C)[C@H](CN(C)Cc2ccccc2O)OCc2cn(nn2)CCCC1=O	-3.4
CC(C)CC#Cc1ccc2c(c1)O[C@@H](CN(C)Cc1ccc3c(c1)OCO3)[C@H](C)CN([C@@H](C)CO)S2(=O)=O	-0.1
C[C@@H]1CN([C@@H](C)CO)C(=O)c2cc(C3=CCCC3)cnc2O[C@H]1CN(C)C(=O)c1ccccn1	-2.6
CNC(=O)C[C@H]1CC[C@H]2[C@@H](COC[C@H](O)CN2S(=O)(=O)c2cccc(Cl)c2)O1	0.6
C[C@H]1CN([C@@H](C)CO)C(=O)c2cc(-c3ccncc3)cnc2O[C@@H]1CN(C)Cc1ccc(F)cc1	0.1
CCCN1C[C@H](C)[C@H](OC)CN(C)C(=O)c2ccc(NC(=O)Nc3ccccc3F)cc2OC[C@H]1C	11
CO[C@@H](CN(C)C(=O)c1cnccn1)[C@H](C)CN([C@H](C)CO)S(=O)(=O)c1ccc(C)cc1	-1.1
C[C@@H]1CN([C@@H](C)CO)C(=O)c2cc(NS(=O)(=O)c3ccc(F)cc3)ccc2O[C@@H]1CN(C)S(=O)(=O)c1cccs1	-1.8
CN1C(=O)c2cc(NC(=O)c3cscn3)ccc2OC[C@@H]2O[C@@H](CC(=O)NCC3CC3)CC[C@H]21	-1.0
C[C@@H]1CCCCO[C@@H](CN(C)S(=O)(=O)c2cccs2)[C@@H](C)CN([C@@H](C)CO)C(=O)c2cc(N(C)C)ccc2O1	-0.5
Cc1ccc(S(=O)(=O)N(C)C[C@@H]2OCCCC[C@H](C)Oc3ccc(NC(=O)Nc4c(C)noc4C)cc3C(=O)N([C@@H](C)CO)C[C@@H]2C)cc1	-0.8
CO[C@H]1CN(C)C(=O)c2cc(NS(C)(=O)=O)ccc2OC[C@H](C)N(C(=O)C2CCCC2)C[C@H]1C	3.3
COc1cccc(C(=O)Nc2ccc3c(c2)C(=O)N(C)[C@@H]2CC[C@H](CC(=O)NCC4CC4)O[C@@H]2CO3)c1	14
COc1ccccc1-c1ccc([C@H]2[C@H](C#N)N(C(=O)C3CCC3)[C@H]2CO)cc1	0.2
C[C@H](CO)N1C[C@H](C)[C@@H](CN(C)C(=O)c2ccccc2)Oc2ncc(/C=C/c3ccccc3)cc2C1=O	-1.4
COc1ccc(C#Cc2ccc3c(c2)[C@H]2[C@H](CCN2C(C)=O)[C@@H](CO)N3C)cc1	-2.1
COc1ccc(NC(=O)N[C@H]2CC[C@H](CCNC(=O)c3ccccc3F)O[C@H]2CO)cc1	-1.4
CCCNC(=O)C[C@@H]1CC[C@@H]2[C@@H](COc3ccc(NC(=O)Cc4cccs4)cc3C(=O)N2C)O1	-0.2
Cc1noc(C)c1S(=O)(=O)N(C)C[C@@H]1Oc2ccc(NC(=O)Nc3ccc(F)cc3)cc2CC(=O)N([C@H](C)CO)C[C@@H]1C	0.1
CC(C)NC(=O)N1C[C@H]2[C@@H](c3ccccc31)[C@@H](CO)N2C(=O)c1ccccc1	-0.5
C[C@@H]1CN([C@@H](C)CO)C(=O)c2cc(NC(=O)CCN3CCOCC3)ccc2O[C@@H]1CN(C)Cc1ccc(-c2ccccc2)cc1	3.9
COCC(=O)Nc1ccc2c(c1)C(=O)N(C)C[C@@H](OC)[C@@H](C)CN[C@@H](C)CO2	-0.6
CCNC(=O)C[C@H]1CC[C@@H]2[C@H](COC[C@@H](O)CN2C(=O)C2CCOCC2)O1	-3.1

Reprinted at random: 3 records from the list, in no set order.
smiles	BioA inh
C[C@@H]1CN([C@@H](C)CO)C(=O)c2cc(NS(=O)(=O)c3ccc(F)cc3)ccc2O[C@@H]1CN(C)S(=O)(=O)c1cccs1	-1.8
COc1ccc(C#Cc2ccc3c(c2)[C@H]2[C@H](CCN2C(C)=O)[C@@H](CO)N3C)cc1	-2.1
CC(C)NC(=O)N1C[C@H]2[C@@H](c3ccccc31)[C@@H](CO)N2C(=O)c1ccccc1	-0.5

The list goes on:
smiles	BioA inh
C[C@@H]1CCCCO[C@@H](CN(C)S(=O)(=O)c2ccccc2)[C@H](C)CN([C@@H](C)CO)C(=O)c2cc(N(C)C)ccc2O1	-1.8
CN1C[C@@H](O)COC[C@@H]2O[C@H](CC(=O)NC3CCC3)CC[C@H]21	0.0
Cc1noc(C)c1NC(=O)N(C)C[C@@H]1Oc2cc(C#CCC3CCCC3)ccc2S(=O)(=O)N([C@H](C)CO)C[C@@H]1C	1.3
CN1CCN(C(=O)C[C@H]2C[C@H]3c4cc(NC(=O)Nc5ccc(C(F)(F)F)cc5)ccc4O[C@H]3[C@H](CO)O2)CC1	4.5
CCCNC(=O)C[C@@H]1CC[C@H]2[C@@H](COC[C@@H](O)CN2C(=O)CC)O1	-0.7
C[C@@H]1CN([C@H](C)CO)C(=O)Cc2cc(NC(=O)Nc3ccc4c(c3)OCO4)ccc2O[C@H]1CN(C)Cc1ccc(C(=O)O)cc1	-0.9
CCCNC(=O)Nc1ccc2c(c1)OC[C@H](C)N(Cc1cncnc1)C[C@@H](C)[C@H](OC)CN(C)C2=O	-0.7
COc1ccc(NC(=O)Nc2cccc3c2O[C@H](CN(C)Cc2ccccc2)[C@@H](C)CN([C@H](C)CO)C3=O)cc1	0.1
CCC(=O)N1C[C@@H](C)[C@H](OC)CN(C)C(=O)c2cc(NS(C)(=O)=O)ccc2OC[C@H]1C	-2.3
COc1ccc(NC(=O)Nc2ccc3c(c2)C(=O)N([C@@H](C)CO)C[C@@H](C)[C@@H](CN(C)C(=O)Nc2cccc4ccccc24)OCCCC[C@@H](C)O3)cc1	-0.7
C[C@@H]1CN([C@H](C)CO)C(=O)c2cc(NC(=O)CCCN(C)C)ccc2O[C@@H]1CN(C)C	-3.1
CCCNC(=O)N(C)C[C@H]1Oc2cc(-c3ccccc3F)ccc2S(=O)(=O)N([C@H](C)CO)C[C@H]1C	3.4
CO[C@@H](CN(C)C(=O)Nc1ccc(F)cc1)[C@H](C)CN(Cc1ccccc1Cl)[C@H](C)CO	17
CN1C(=O)c2cc(NC(=O)c3cnccn3)ccc2OC[C@@H]2O[C@H](CC(=O)NCC3CCCCC3)CC[C@H]21	18
C[C@@H]1CN([C@H](C)CO)C(=O)Cc2cc(NC(=O)C3CCCCC3)ccc2O[C@@H]1CN(C)CC1CC1	0.2
O=C(C[C@@H]1C[C@H]2c3cc(NC(=O)Nc4ccccc4)ccc3O[C@H]2[C@@H](CO)O1)NCc1ccccn1	-0.9
O=C(C[C@@H]1CC[C@H]2[C@@H](COC[C@H](O)CN2S(=O)(=O)c2ccc(Cl)cc2)O1)NCCN1CCCC1	-2.7
C[C@@H]1CN([C@@H](C)CO)C(=O)Cc2cc(NS(=O)(=O)c3cccs3)ccc2O[C@@H]1CN(C)C(=O)Nc1cccc2ccccc12	-1.9
CCN1[C@@H]2c3ccc(-c4ccccc4OC)c(=O)n3C[C@H]1[C@H](CO)[C@H]2C(=O)N[C@@H](C)c1ccccc1	2.2
CN(C)C(=O)C[C@@H]1C[C@@H]2c3cc(NS(=O)(=O)c4ccc(F)cc4)ccc3O[C@@H]2[C@H](CO)O1	-1.0
C[C@@H]1CCCCO[C@H](CN(C)C(=O)NC2CCCCC2)[C@H](C)CN([C@H](C)CO)C(=O)c2cc(NS(=O)(=O)c3cccs3)ccc2O1	-0.4
C[C@@H]1CN([C@H](C)CO)C(=O)c2cccc(NC(=O)c3nc4ccccc4s3)c2O[C@H]1CN(C)Cc1ccc(Oc2ccccc2)cc1	-1.6
C[C@@H]1CN([C@@H](C)CO)C(=O)c2cc(NS(=O)(=O)c3ccccc3)ccc2O[C@@H]1CN(C)C(=O)Nc1ccc(F)cc1	-1.7
COc1ccc(NC(=O)N(C)C[C@H]2Oc3ccc(NS(=O)(=O)c4ccc(F)cc4)cc3C(=O)N([C@H](C)CO)C[C@H]2C)cc1	-0.6
C[C@@H]1CN([C@H](C)CO)C(=O)c2cc(NS(=O)(=O)c3ccc(F)cc3)ccc2O[C@@H](C)CCCCO[C@@H]1CN(C)Cc1ccccc1	2.4
C[C@@H]1CCCCO[C@@H](CN(C)C(=O)Cc2ccccc2)[C@H](C)CN([C@H](C)CO)C(=O)c2cc(NC(=O)CCC(F)(F)F)ccc2O1	2.7
C[C@@H]1CN([C@@H](C)CO)C(=O)c2cc(NC(=O)Nc3ccc(C(F)(F)F)cc3)ccc2O[C@@H](C)CCCCO[C@H]1CN(C)C(=O)CCCN(C)C	1.7
C[C@@H]1CN([C@@H](C)CO)C(=O)c2cc(NC(=O)NC3CCCCC3)ccc2O[C@H]1CN(C)C(=O)Nc1cccc2ccccc12	-1.0
O=C(C[C@H]1CC[C@H](NC(=O)Nc2cc(F)ccc2F)[C@@H](CO)O1)NCCCN1CCOCC1	-0.8

Source: PubChem BioAssay

The list is partial; rates above refer to the full screens.
